MPTP inh – mitochondrial permeability transition pore inhibitors, primary screen, biochemical, isolated mouse mitochondria, absorbance. AID 602449, 2012. inhibition, % at 10 µM. 1.4% of 360,000 active. Ca2+ swelling absorbance, 30 min;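 active means inhibition of 50% or more, scaled per plate between neutral and stimulator controls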;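 further: 0% = DMSO wells given calcium and 100% = 1 mM EGTA wells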
SENP6 inh – SENP6 protease inhibitors, primary screen, biochemical, luminescence, uHTS. Sentrin-specific protease 6 (Homo sapiens), Q9GZR1. Recombinant SENP6 catalytic domain, aminoluciferin luminescence. inhibition, % at 10 µM. 1.8% of 330,000 active. AID 2599, 2010;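 active means inhibition above about 50% at the single tested dose, limit read from the data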;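 further: plate controls were DMSO wells with enzyme for no effect and DMSO wells lacking enzyme for full effect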
Target sequence (Q9GZR1 628-1112 limits assumed): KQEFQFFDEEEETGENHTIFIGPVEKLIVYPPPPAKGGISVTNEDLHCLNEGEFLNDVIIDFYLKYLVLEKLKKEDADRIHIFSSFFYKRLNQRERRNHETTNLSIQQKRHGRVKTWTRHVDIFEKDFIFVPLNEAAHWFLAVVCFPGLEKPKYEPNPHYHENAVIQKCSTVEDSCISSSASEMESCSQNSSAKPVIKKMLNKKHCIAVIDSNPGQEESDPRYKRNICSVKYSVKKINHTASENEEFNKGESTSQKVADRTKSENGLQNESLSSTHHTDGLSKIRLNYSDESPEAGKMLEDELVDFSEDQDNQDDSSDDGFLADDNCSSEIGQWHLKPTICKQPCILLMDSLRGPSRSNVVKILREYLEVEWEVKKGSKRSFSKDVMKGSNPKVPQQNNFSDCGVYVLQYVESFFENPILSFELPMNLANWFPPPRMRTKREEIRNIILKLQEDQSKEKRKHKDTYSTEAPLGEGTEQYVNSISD
PfG6PD inh – PfG6PD enzyme inhibitors, primary screen, biochemical, fluorescence intensity, uHTS; AID 504690, 2011; PfGluPho enzyme, NADPH resazurin-diaphorase fluorescence; 0.78% of 350,000 active; inhibition, % at 20 µM; glucose-6-phosphate dehydrogenase-6-phosphogluconolactonase (Plasmodium falciparum 3D7);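 active means inhibition reaching at least a set limit at 20 µM in the primary screen, cut at about 59% in these data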;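 further: 0% = DMSO wells with substrate and 100% = DMSO wells lacking glucose-6-phosphate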
NR3A LBD binder – binders of NR3A ligand-binding domain, primary screen, biophysical, differential scanning fluorimetry, uHTS; NR3A LBD differential scanning fluorimetry, Tm shift; 0% = protein alone, 100% = glycine-bound protein; 2.5% of 340,000 active; Tm shift relative to glycine control, % at 25 µM;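 active means melting temperature shift of at least 10% of the positive control shift, at one fixed dose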
hIAP act – human IAP activators, primary screen, biochemical, luminescence, uHTS; activation factor at 10 µM; purified human IAP, CDP-Star luminescence, 30 min; hits give high values; 1 = vehicle-only enzyme, 0 = enzyme-free background; Intestinal-type alkaline phosphatase (Homo sapiens), P09923; 0.16% of 330,000 active;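 active means activation factor of the enzyme at least 2-fold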; further: the source names both 10 and 20 µM as test concentration; values of inactives mirror those of a sister screen read the other way
SENP8 inh – human SENP8 protease inhibitors, primary screen, biochemical, fluorescence, Nedd8 protein substrate, uHTS. recombinant SENP8. inhibition, % at 20 µM. 0.64% of 360,000 active. AID 602440, 2012; in the data active means inhibition mostly above about 40%, no sharp cut-off; inactive means mostly below about 27%
Target sequence (Q96LD8 whole entry, looked up): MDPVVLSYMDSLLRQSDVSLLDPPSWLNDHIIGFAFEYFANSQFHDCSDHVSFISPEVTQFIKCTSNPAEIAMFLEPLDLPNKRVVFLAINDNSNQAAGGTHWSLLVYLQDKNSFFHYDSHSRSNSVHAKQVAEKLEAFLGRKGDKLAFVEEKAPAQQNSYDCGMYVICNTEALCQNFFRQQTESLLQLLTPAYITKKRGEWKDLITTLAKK
SENP1 FRET inh – human SENP1 catalytic domain inhibitors, primary screen, biochemical, FRET, uHTS; recombinant SENP1 catalytic domain, CyPet-SUMO1-YPet FRET cleavage; AID 624204, 2012; inhibition, % at 10 µM; 0.21% of 360,000 active;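 active means inhibition at least 30% at 10 µM, raw YFP signal under a set limit, fluorescence ratio 0.5 to 1.5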;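 further: 0% = enzyme with DMSO and 100% = no enzyme wells; some results filed as inactive read as strong as hits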
Target sequence (Q9P0U3 419-644 limits assumed): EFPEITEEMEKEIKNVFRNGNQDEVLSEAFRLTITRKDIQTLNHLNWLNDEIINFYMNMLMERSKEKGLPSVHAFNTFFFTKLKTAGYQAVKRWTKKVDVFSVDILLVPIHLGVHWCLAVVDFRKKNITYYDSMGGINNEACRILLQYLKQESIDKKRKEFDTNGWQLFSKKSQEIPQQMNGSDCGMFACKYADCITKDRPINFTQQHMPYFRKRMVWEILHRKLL
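material = recombinant human SENP1 catalytic domain, His6-tagged | quantity = 20 pM enzyme | reagent = 25 nM SUMO1 FRET substrate | compound dosing = 10 µM single point, 0.5% DMSO | timing = 50 min enzyme reaction, room temperature, light-protected | detection = FRET, CFP and YFP emission | control set = no-enzyme low, enzyme-DMSO high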
ATG4B inhibitor – ATG4B protease inhibitors, primary screen, biochemical, fluorescence, uHTS | Cysteine protease ATG4B (Homo sapiens), Q9Y4P1 | AID 504462, 2011 | 0.51% of 340,000 active | inhibition, % at 8.33 µM | ATG4B cleavage of LC3-PLA2, NBD-HPC fluorescence, 1 h; in the data active means inhibition above about 40%
* marks the source's active call; other numbers are inactive results; · = not tested or not shown.

canonical_smiles,MPTP inh,SENP6 inh,PfG6PD inh,NR3A LBD binder,hIAP act,SENP8 inh,SENP1 FRET inh,ATG4B inhibitor
COc1ccc(OCC(=O)Nc2ccc3c(c2)nc(CCN2CCCCC2)n3C)cc1,0.8,-14,14,5,1.3,2,0,1
Cc1cccc(NC(=O)CSc2nnnn2C)n1,-0.5,-4,5,4,0.97,6,-2,-8
O=C(CSCc1ccccc1)Nc1ccc2c(c1)C(=O)NC2=O,-0.1,-3,10,0,0.87,-168,2,-10
Cc1ccc(OCc2ccoc2C(=O)O)cc1C,-0.3,4,4,2,1.1,11,0,-6
CC(C(=O)Nc1ccccc1C(=O)O)n1c(C(F)(F)F)nc2ccccc21 (stereo not drawn),2.4,-3,-3,1,1.1,9,4,-1
CCS(=O)(=O)N1CCN(Cc2ccccc2OC)CC1,0.4,-25,-15,1,1.1,7,3,4
O=C(Nc1cccc(F)c1)c1ccc(S(=O)(=O)NCC2CCCO2)cc1 (stereo not drawn),-0.1,-12,-9,-30,1,8,3,4
c1ccc(-c2cc(-c3nnc4sc(-c5ccccn5)nn34)[nH]n2)cc1,0.8,10,27,-12,0.97,-3,-4,-6
O=C(NCCN1C(=O)C2C3C=CC(C3)C2C1=O)N1CCCCC1 (stereo not drawn),-1.3,2,10,0,1.1,19,3,-8
Cc1nc(-c2coc3c(CN(C)C)c(O)ccc3c2=O)cs1,-1.6,-10,-6,1,1.1,-288,-2,9
CC(Sc1nc(-c2ccccc2)cc(C(F)(F)F)n1)C(=O)NCCN1CCOCC1 (stereo not drawn),1.0,2,-10,-7,1.1,8,1,-13
Cn1c(SCC(=O)c2ccccc2)nc2cccnc21,3.5,-6,23,-1,0.82,27,1,-6
CNC(=O)NC(=O)CN1C(=O)NC2(CCOc3ccccc32)C1=O (stereo not drawn),-1.6,-34,-3,1,0.95,16,1,-3
O=C(NC(=S)Nc1ccc2[nH]c(=O)[nH]c2c1)c1ccccc1Cl,-0.6,-5,8,2,1.1,6,2,9
CC(C)=NOCC(=O)Nn1c(COc2c(C)cccc2C)nc2ccccc2c1=O,-1.7,-8,-5,-1,0.96,12,-1,0
COC(=O)c1ccc(CNC(=O)COC(=O)CCC(=O)c2ccc(F)cc2)cc1,0.7,-11,-9,4,1.1,-7,2,-8
O=C(/C=C/Nc1ccc(S(=O)(=O)Nc2cnc3ccccc3n2)cc1)c1cccnc1,-1.1,-3,-36,0,0.94,-369,-77,-2
CCCCc1[nH]c(=O)c(C#N)c2c1CCCC2,-0.1,8,-10,-3,0.98,-262,-1,1
COc1cccc(C(=O)NCC(c2ccco2)N2CCc3ccccc3C2)c1 (stereo not drawn),-1.4,-3,18,5,0.86,4,1,-19
CC(=O)Nc1ccc(S(=O)(=O)Nc2cccc(N(C)S(C)(=O)=O)c2)cc1,0.1,-4,14,0,1.2,7,2,6
Cc1ccc(C(C(=O)NCc2ccccc2)N(C(=O)c2csnn2)C2CC2)cc1 (stereo not drawn),0.8,-9,0,-1,1,11,1,-1
O=C(Cc1cccc2ccccc12)NC(NC(=S)Nc1ccccc1Cl)C(Cl)(Cl)Cl (stereo not drawn),79*,16,47,19*,0.92,20,-1,24
O=C(NC1CCS(=O)(=O)C1)c1cccc(Br)c1 (stereo not drawn),-2.4,7,2,0,1.1,18,2,-1
Cc1cc(C)c(S(=O)(=O)N2CCN(C(=O)CC(C)n3nc(C)nc3C)CC2)c(C)c1 (stereo not drawn),-0.8,·,18,·,·,18,-1,·
Cc1ccc(C)c(OCC(=O)NC(Cc2c[nH]c3ccccc23)C(=O)O)c1 (stereo not drawn),-0.8,-20,0,-2,0.89,-10,0,-4
O=C(O)/C=C/c1coc2ccccc2c1=O,0.8,-20,-11,0,0.87,4,-1,-16
O=S(=O)(Nc1ccc2c3c(cccc13)CC2)c1ccccc1,0.5,·,53,·,·,4,2,·
COc1ccc(CNCc2cccn2C)cc1,4.7,3,0,2,0.88,7,-2,-3
Cc1ccc(NC(=O)c2ccccc2OCC(=O)Nc2ccccc2F)cc1S(=O)(=O)N(C)C,4.0,-16,2,3,1.2,11,-1,-13
Cc1ccc(S(=O)(=O)Nc2ccc3c(c2)c2c(n3S(=O)(=O)c3ccc(C)cc3)CCCC2=O)cc1,-0.8,-25,-1,-2,0.99,15,3,-15
COCCNC(=O)c1ccccc1NS(=O)(=O)c1ccc(C)c([N+](=O)[O-])c1,-1.2,5,-23,-1,0.99,14,1,-3
O/C(=C\c1ccc2ccccc2n1)c1ccc(O)cc1O,1.4,91*,-4,35*,1.1,28,-33,-12
CCOc1ccc(CN(C)C(=O)c2cccnc2SC)cc1OC,-2.1,-8,-12,0,0.98,-7,1,-2
COC(=O)C[C@H]1C[C@H]2c3cc(NC(=O)C4CCC4)ccc3O[C@H]2[C@H](CO)O1,-3.3,·,2,·,·,12,-1,·
CCN(CC)c1ccc(/C=C2\SC(=O)N(C(C)C)C2=O)o1,3.5,-10,33,1,1,22,-25,-5
Cc1cc(C)cc(C(=O)Nc2cc3c4c(c2)CC(=O)N4CCC3)c1,1.5,-3,-8,2,0.79,6,0,9
CC(C)c1ccc(NNC(=O)C2CCC2)cc1,4.6,-28,21,0,0.86,12,0,-1
COCCN(CCOC)C(=O)N1CCOCC1,-1.4,-2,-9,-2,0.95,15,2,1
CCOC(=O)c1cnc(-n2nc(C)cc2C)nc1Nc1ccc(C)cc1,2.6,·,18,-1,·,5,3,-3
COc1ccc(/C=C/C(=O)Nc2ccccc2C(N)=O)cc1S(=O)(=O)N1CCOCC1,-0.8,-20,-9,-2,1.2,-78,-1,-4
COc1ccc(/C=C(/NC(=O)c2ccccc2)C(=O)NC2CCS(=O)(=O)C2)cc1 (stereo not drawn),1.3,-1,1,0,0.92,18,1,-16
CCC(=O)c1ccccc1OCCN1CCN(CC)CC1,-1.0,-31,-18,1,0.96,9,0,1
C=CCNC(=O)c1ccc(Sc2ccccc2)c([N+](=O)[O-])c1,0.3,5,-10,0,0.95,20,2,4
NC(=O)c1ccccc1NC(=O)CN1CCN(Cc2ccccc2)CC1,-0.6,-8,-6,6,0.82,13,1,-1
COc1ccc(/C=N/NC2=NS(=O)(=O)c3ccccc32)cc1OC,-2.6,3,-10,1,0.82,-57,2,-7
CCCN(Cc1cc2cccc(C)c2[nH]c1=O)S(C)(=O)=O,-1.3,9,3,1,1.1,-31,-14,-1
O=C(Nc1cccnc1)OC1CCCC1,-0.6,20,-7,-1,0.94,7,3,-2
Cc1ccc(C(=O)N2C3C=CC(C3)C2(C(F)(F)F)C(F)(F)F)cc1 (stereo not drawn),1.2,-8,-4,0,1.1,16,1,-17
CCOC(=O)c1c(C)[nH]c(C(=O)OCc2ccc(C)cc2)c1C,-0.2,-23,16,-12,1.4,3,1,-8
COc1ccc(CNc2nc3nc4c(c(=O)n3[nH]2)CCC4)cc1,-1.7,0,6,-2,1.2,16,1,2
CCOC(=O)N1CCN(C(=O)CSc2nnc(-c3cccc(OC)c3)o2)CC1,-2.0,22,-5,-2,1,6,0,-3
CC(C)c1cc(C(C)C)c(S(=O)(=O)NNC(=O)c2ccncc2)c(C(C)C)c1,2.1,-1,23,-15,1.1,16,4,4
O=[N+]([O-])c1ccc(-c2cn3c(n2)SCC3)cc1,1.5,-4,4,2,1.1,16,31*,-3
COc1ccc(-c2cc(C(=O)N(C)CC(=O)Nc3cccc(F)c3)c3ccccc3n2)cc1,-0.8,-11,14,10,1,-413,1,-4
COc1c(N)c2ccccc2[nH]c1=O,1.1,-1,22,5,1.2,-18,5,-3
CC(C)OCCCNC(=O)C(NC(=O)c1ccc(Cl)cc1)C(C)C (stereo not drawn),0.7,-11,-11,1,1.1,8,2,0

(listing goes on)
canonical_smiles,MPTP inh,SENP6 inh,PfG6PD inh,NR3A LBD binder,hIAP act,SENP8 inh,SENP1 FRET inh,ATG4B inhibitor
CCc1c(C(=O)N2CCCN(C)CC2)csc1C,0.2,-10,-9,1,1,8,-2,3
CC(C)(C)OC(=O)NCc1ccc(CNC(=O)c2[nH]cnc2C(=O)N[C@@H](Cc2ccccc2)C(=O)OC(C)(C)C)cc1,-1.0,4,29,-8,1.2,14,1,-12
O=C(O)c1ccc(OCC(F)(F)F)nc1,-1.0,-9,-11,-1,0.79,18,1,2
Cc1cccnc1NC(=O)CSc1ccc2c(c1)OCCO2,0.0,-4,-15,-1,0.94,-1,-1,7
Cc1cccc(NC(=O)CSc2nnnn2-c2ccc3c(c2)OCCO3)n1,1.0,-4,-5,-1,1,11,0,-3
COc1ccc(CN(C)C(=O)COc2cccc(-n3cnnn3)c2)cc1OC,-1.0,7,-16,0,1.1,12,2,-1
CC(=O)N1CCC(N(CCN2CCOCC2)C(=S)Nc2cc(C)ccc2C)CC1,-0.9,-17,-6,-1,1.1,14,0,-12
O=C1NCCNC(=O)c2ccccc2OCCOc2ccccc21,0.2,-1,-2,6,0.85,28,-1,-6
COC(=O)c1ccccc1NC(=O)CSc1nnc(COc2cccc(OC)c2)n1C,1.0,-14,-3,0,1.1,8,3,-9
O=C(NCCc1ccccc1)C1CCN(c2ncccn2)CC1,0.3,4,-6,-1,1.1,-52,-2,4
O=C(Cn1c(-c2cscn2)nc2ccccc21)Nc1ccc2ccccc2c1,-0.6,-11,-7,5,1,5,-1,-31
CCONc1ncnc2nonc12,-1.2,-13,-26,1,1,0,3,0
O=C1[C@H]2[C@@H](/C=C/c3ccccc3)N3C(=O)CN(CCO)C(=O)[C@@]3(Cc3ccccc3)[C@H]2C(=O)N1c1ccccc1,-0.7,-15,-6,-1,0.95,13,-1,-4
CC(C)NC(=O)COC(=O)c1ccc(NS(=O)(=O)c2ccc3c(c2)OCCO3)cc1,0.2,2,-36,0,1.1,28,2,-2
CCOc1ccc(Nc2nc3c(c(=O)[nH]2)CCCC3)cc1,1.2,-13,-14,-2,1.1,-6,0,-5
O=C(NCCc1nc(-c2ccccc2)cs1)c1ccc(Br)cc1,3.6,-14,-2,-7,0.86,13,-1,4
COc1ccc(Cc2nnc(SCC(=O)N3CCc4ccccc4C3)o2)cc1,1.7,-12,-10,2,1.3,39*,-2,-1
CC1(C)C=C(c2ccc(C=O)s2)CC(C)(C)N1C=O,-3.1,3,-52,-1,1,-174,-2,-3
O=C1C(=O)c2ccccc2C(O)=C1CCCCl,4.5,55*,42,-1,0.83,21,3,16
NC(=O)C1CCCN(C(=O)NC2CCCCC2)C1 (stereo not drawn),-0.2,0,2,-3,1.2,21,2,-2
Cc1ccc(C(=O)N(CCN2CCCCC2)CC2CCCN(C3CCCC3)C2)s1 (stereo not drawn),0.0,-3,-10,3,0.94,4,-5,-1

Compounds above containing a nitro group on carbon (3):
canonical_smiles,MPTP inh,SENP6 inh,PfG6PD inh,NR3A LBD binder,hIAP act,SENP8 inh,SENP1 FRET inh,ATG4B inhibitor
COCCNC(=O)c1ccccc1NS(=O)(=O)c1ccc(C)c([N+](=O)[O-])c1,-1.2,5,-23,-1,0.99,14,1,-3
C=CCNC(=O)c1ccc(Sc2ccccc2)c([N+](=O)[O-])c1,0.3,5,-10,0,0.95,20,2,4
O=[N+]([O-])c1ccc(-c2cn3c(n2)SCC3)cc1,1.5,-4,4,2,1.1,16,31*,-3
